Tb MetRS inh = Trypanosoma brucei MetRS inhibition. purified T. brucei MetRS, ATP depletion, Kinase-Glo luminescence. AID 624268. 0.4% of 360,000 active. inhibition, % at 11.9 µM;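 active means inhibition above a per-plate cutoff of the control wells' mean inhibition plus 3 SD, cut at about 5.5% in these data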;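 further: 0% = DMSO wells median and 100% = median of wells with control inhibitor compound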
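Dosing: 11.9 µM compound single dose, 0.9% DMSO; Assay system: purified T. brucei MetRS enzyme; Measured by: Kinase-Glo luciferase luminescence reporting remaining unconsumed ATP; Schedule: 15 min plus 2 h at 25 °C.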
E coli Lon inh = inhibitors of E. coli Lon protease. purified E. coli Lon protease, fluorescence polarization. inhibition, % at 7.94 µM. 0.42% of 360,000 active. AID 602123; in the data active means inhibition above about 13%, passing the limit was not always enough;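 further: 0% = enzyme with probe and DMSO and 100% = no enzyme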
STEP inh = inhibitors of human striatal-enriched phosphatase STEP; P54829; recombinant STEP, OMFP fluorogenic substrate, fluorescence; 0.25% of 360,000 active; inhibition, % at 20 µM;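 active means inhibition at 20 µM, scaled per plate between control wells, above about 37%, limit read from the data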;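 further: 0% = DMSO with enzyme and substrate and 100% = substrate only without enzyme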
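Material: STEP (striatal-enriched tyrosine phosphatase) enzyme, cell-free | Medium: 50 mM Bis-Tris pH 6.0 with 2.5 mM DTT and 0.005% Tween 20 | Read-out: Percent inhibition scaled to no-enzyme and uninhibited-enzyme controls, plate-pattern corrected | Signal: Fluorescence read at 480 nm ex / 540 nm em | Times: 20 min reaction, room temperature, in the dark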
LMPTP block = LMPTP (human) inhibition | P24666 | recombinant LMPTP-A, OMFP fluorogenic substrate, fluorescence intensity | inhibition, % at 20 µM | 0.22% of 360,000 active;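 active means compounds that cut the enzyme signal by at least half of the control window in the single-dose screen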;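 further: plate controls were DMSO wells with enzyme plus substrate for no effect and substrate without enzyme for full effect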
Target sequence (P24666 whole entry, looked up): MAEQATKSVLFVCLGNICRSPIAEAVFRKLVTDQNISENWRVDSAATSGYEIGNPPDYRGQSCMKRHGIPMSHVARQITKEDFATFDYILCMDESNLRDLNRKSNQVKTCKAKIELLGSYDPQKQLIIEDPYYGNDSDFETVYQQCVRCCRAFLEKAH
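Test system – LMPTP-A enzyme · Amount – LMPTP-A at 0.625 nM final in the reaction · Buffer or medium – Bis-Tris pH 6.0, DTT, detergent · Reagent – OMFP 400 µM · Doses – single 20 µM dose · Schedule – reaction 50 min, room temperature, dark · Detection – fluorescence intensity of OMFP turnover product · Evaluation – percent inhibition versus substrate-only and uninhibited controls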
MsrA inhibitor = inhibitors of bovine MsrA. 0.75% of 360,000 active. purified bovine MsrA, absorbance read-out. inhibition, % at 15.5 µM; in the data active means inhibition above about 4.5%;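 further: 0% = vehicle wells with enzyme and 100% = reference inhibitor wells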
bovine MsrA act = activators of bovine methionine sulfoxide reductase A; purified bovine MsrA, absorbance read-out; activation, % at 10.6 µM; 0.3% of 360,000 active; AID 602163; in the data active means activation above about 7.5%;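 further: 0% = vehicle and 100% = reference activator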
DNMT1 block = blocks human DNA methyltransferase DNMT1; P26358; DNMT1 molecular beacon, Hinp1I cleavage, fluorescence; inhibition (reported as % activation of signal), % at 10 µM; 0.83% of 360,000 active; AID 588458; in the data active means inhibition above about 50%
Scp-1 inhibitor = Scp-1 (human) phosphatase inhibition. Q9GZU7. Recombinant Scp1, phosphopeptide, malachite green phosphate absorbance. inhibition, % at 20 µM. 0.88% of 340,000 active. AID 493091;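 active means inhibition above about 50% at 20 µM, limit read from the data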;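 further: plate controls were DMSO wells with enzyme for no effect and wells lacking enzyme for full effect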
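Assay system: SCP-1 catalytic fragment, aa 76-261 | Buffer or medium: Tris acetate buffer pH 5.5 with MgCl2 and Tween-20 | Compound: One concentration, 20 µM, with 1.0% DMSO | Also added: Phospho 17-mer peptide substrate | Signal: Absorbance at 630 nm | Incubation: 45 min enzyme reaction at room temperature | Measure: % inhibition of SCP-1 phosphate liberation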
SUMO1 PPI mod = SUMO1-SIM interaction modulation; 0.33% of 360,000 active; inhibition, % at 20 µM; SUMO1 binding to a labelled peptide, TR-FRET, 1 h; P63165; AID 602429; in the data active means inhibition above about 37%
NRP1-CendR mod = modulators of CendR peptide binding to human neuropilin-1; FAM-RPARPAR peptide binding to NRP-1, fluorescence polarization; AID 602438; 0.85% of 360,000 active; inhibition, % at 25 µM;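 active means inhibition or corrected inhibition above about 18%, plus a signal ratio from 0.5 to 1.5, limit read from the data, passing the limit was not always enough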; further: strong numbers were not always called active
Target sequence (O14786 whole entry, looked up): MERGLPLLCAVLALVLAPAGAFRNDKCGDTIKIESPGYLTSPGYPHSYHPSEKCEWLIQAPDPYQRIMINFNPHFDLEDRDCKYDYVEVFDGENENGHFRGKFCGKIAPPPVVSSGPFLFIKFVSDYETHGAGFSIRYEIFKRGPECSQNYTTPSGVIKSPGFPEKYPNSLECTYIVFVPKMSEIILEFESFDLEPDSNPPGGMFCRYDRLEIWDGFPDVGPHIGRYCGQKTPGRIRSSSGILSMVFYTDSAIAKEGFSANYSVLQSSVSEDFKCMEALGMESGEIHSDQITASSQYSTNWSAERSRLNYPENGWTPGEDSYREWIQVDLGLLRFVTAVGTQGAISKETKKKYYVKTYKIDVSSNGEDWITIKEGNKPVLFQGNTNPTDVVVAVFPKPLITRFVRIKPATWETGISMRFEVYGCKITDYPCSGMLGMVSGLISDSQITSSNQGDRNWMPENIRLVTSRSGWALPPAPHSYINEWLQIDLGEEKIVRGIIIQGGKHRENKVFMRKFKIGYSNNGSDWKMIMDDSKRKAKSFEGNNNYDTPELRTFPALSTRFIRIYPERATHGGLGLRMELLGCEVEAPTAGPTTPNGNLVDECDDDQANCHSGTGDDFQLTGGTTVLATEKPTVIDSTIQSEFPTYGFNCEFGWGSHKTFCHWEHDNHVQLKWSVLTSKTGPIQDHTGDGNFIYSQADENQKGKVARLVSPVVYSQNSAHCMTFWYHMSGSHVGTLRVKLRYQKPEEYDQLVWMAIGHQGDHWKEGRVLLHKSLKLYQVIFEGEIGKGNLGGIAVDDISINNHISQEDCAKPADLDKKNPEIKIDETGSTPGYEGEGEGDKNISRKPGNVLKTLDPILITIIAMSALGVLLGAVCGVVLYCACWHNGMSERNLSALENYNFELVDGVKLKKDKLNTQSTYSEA
* marks the source's active call; other numbers are inactive results; / = not tested or not shown; & = joins results of further samples.

SMILES	Tb MetRS inh	E coli Lon inh	STEP inh	LMPTP block	MsrA inhibitor	bovine MsrA act	DNMT1 block	Scp-1 inhibitor	SUMO1 PPI mod	NRP1-CendR mod
CCOC(=O)c1ccccc1NC(=O)COC(=O)CCNS(=O)(=O)c1ccc(C)c(C)c1	-0.4	1	3	0.4	-1.4	-2	-1	-8	3	5
Cc1c(C(=O)O)oc2c1C(O)CC(C)(C)C2 (centres undefined)	-0.6&-0.4	-3&-3	4&1	-1.2&-0.6	0.1&-0.5	-7&-4	0&1	-10&46	3&2	8&-2
CCN(CC(=O)NCc1ccc(F)cc1)C(=O)c1oc2ccccc2c1C	-0.6	-3	2	-0.3	-0.4	1	1	-10	30	5
CCCCS(=O)CC(CS(=O)CCCC)OC(=O)c1ccccc1 (centres undefined)	-1.2	-4	0	-1.0	-0.4	-6	4	-3	-2	4
CC1CN(S(=O)(=O)c2cn(C)c(=O)n(C)c2=O)CC(C)O1 (centres undefined)	-1.0	4	-1	-2.1	1.0	-10	-1	4	-1	4
O=C(NCc1ccco1)C1C(=O)Nc2ccccc2C(=O)N1C1CCCCC1 (centres undefined)	-0.4	/	/	-1.5	1.6	/	/	/	-2	11
CCCCOC(=O)Cn1c2ccc(OC)cc2c2nc3ccccc3nc21	0.0	-3	1	0.7	-0.2	-1	47	-2	3	-9
O=C(N/C(=C\c1ccccc1)C(=O)N1CCCCC1)c1ccco1	0.3	9	0	-1.3	-2.0	-3	1	-8	3	13
Cc1ccc2nc3n(c(=O)c2c1)-c1cc2ccccc2cc1C(=O)NC3Cc1ccccc1 (centres undefined)	0.4	-1	1	-0.4	0.3	-9	-10	/	-1	-6
O=C1c2[nH]nc(-c3ccccc3O)c2C(c2cccc(Cl)c2)N1Cc1ccco1 (centres undefined)	-1.2	7	-1	4.1	0.7	-14	-7	-6	9	8
CCc1ccc(/C=N/NC(=O)c2nnn(-c3nonc3N)c2C(C)C)cc1	-0.3	6	0	-0.6	0.0	-5	1	-8	-1	15
Brc1ccc(-c2cnnc(N3CCCC3)n2)cc1	-0.5	22*	-19	2.4	4.3	-2	12	-4	-15	134
COC(=O)C1=CN(Cc2ccccc2)C=C(C(=O)OC)C1c1ccc(OC)c(OC)c1	0.3	5	1	1.4	0.9	2	-2	-12	-18	3
O=[N+]([O-])c1ccc(N2CCN(S(=O)(=O)c3ccc4ccccc4c3)CC2)cc1NCc1ccco1	0.4	1	0	-1.2	-0.6	-5	-1	-27	-2	3
Cn1c(=O)c2cc(S(=O)(=O)NCCC(=O)NC3CCCCCC3)ccc2n(C)c1=O	-0.5	-2	-2	-0.9	-0.3	-4	-1	-4	1	-4
COC(=O)C1=CN(c2ccc(Oc3ccccc3)cc2)C(N)=C(C#N)C1c1cccc(F)c1 (centres undefined)	-0.3	/	/	3.3	1.3	/	/	/	1	-5
O=C(COC(=O)c1cc(Cl)ccc1O)Nc1ccccc1C(=O)NC1CC1	-0.6	-2	-4	-0.2	1.1	-12	13	0	1	3
CCOc1cc(C2C3=C(CC(C)(C)CC3=O)N(CCOC)C3=C2C(=O)CC(C)(C)C3)ccc1O	-0.6	6	-1	1.8	-0.8	-4	-3	2	-4	-15
CC(NS(=O)(=O)c1ccc2[nH]c(=O)[nH]c2c1)c1ccc(F)cc1 (centres undefined)	0.0	-10	-2	-1.9	-0.5	-2	-3	/	-1	0
COC(=O)c1cc(S(=O)(=O)NCc2ccccc2Cl)c[nH]1	0.0	-6	-1	-1.0	/	-2	0	-13	32	-2
C=CCn1c(-c2cccc([N+](=O)[O-])c2)n[nH]c1=S	0.5	5	3	-1.4	-1.3	0	0	-5	-10	9
Cc1ccc(-c2cc(C(=O)N3CCOCC3)c3ccccc3n2)o1	-0.3	-7	-3	-0.4	1.4	-1	1	-7	-7	2
COc1cc(/C=N/NC(=O)CCC(=O)NCc2ccccc2)cc(OC)c1OC	0.1	-7	-6	-0.7	0.2	-2	8	-11	4	-7
CCCCN(c1ccccc1)S(=O)(=O)c1ccc2c(c1)CCN2C(=O)CCC(=O)O	-0.2	-4	0	0.0	0.4	-1	-3	2	2	25*
O=C(Nc1ccccn1)c1ccc(Cl)c(S(=O)(=O)N2CCc3ccccc32)c1	0.1	-2	-1	2.4	-0.6	0	-7	2	-1	2

A second format for some results above.
| Structure | Tb MetRS inh | E coli Lon inh | STEP inh | LMPTP block | MsrA inhibitor | bovine MsrA act | DNMT1 block | Scp-1 inhibitor | SUMO1 PPI mod | NRP1-CendR mod |
| --- | --- | --- | --- | --- | --- | --- | --- | --- | --- | --- |
| Cc1c(C(=O)O)oc2c1C(O)CC(C)(C)C2 (centres undefined) | -0.6&-0.4 | -3&-3 | 4&1 | -1.2&-0.6 | 0.1&-0.5 | -7&-4 | 0&1 | -10&46 | 3&2 | 8&-2 |
| CCN(CC(=O)NCc1ccc(F)cc1)C(=O)c1oc2ccccc2c1C | -0.6 | -3 | 2 | -0.3 | -0.4 | 1 | 1 | -10 | 30 | 5 |
| CCCCS(=O)CC(CS(=O)CCCC)OC(=O)c1ccccc1 (centres undefined) | -1.2 | -4 | 0 | -1.0 | -0.4 | -6 | 4 | -3 | -2 | 4 |

More results follow.
SMILES	Tb MetRS inh	E coli Lon inh	STEP inh	LMPTP block	MsrA inhibitor	bovine MsrA act	DNMT1 block	Scp-1 inhibitor	SUMO1 PPI mod	NRP1-CendR mod
CCn1c(C)cc2c(c1=O)C(c1ccc3c(c1)OCO3)C(C#N)=C(N)O2 (centres undefined)	23*	-9	6	1.0	-0.8	-8	11	-4	4	1
CN(C)C(=S)Nc1ccc(N2CCOCC2)cc1	-0.5	-2	-1	-1.5	-1.2	-5	2	-11	1	-10
Cc1nc2ccccn2c1C(=O)N=Nc1c(O)n(CCC(C)C)c2ccccc12	0.2	10	5	8.2	0.7	-2	-5	1	-17	4
Clc1ccc(Cn2ncc3c(N4CCN(c5ccccc5)CC4)ncnc32)cc1	0.6	0	0	3.1	-1.0	1	2	/	5	4
Cc1cc[n+](CC(=O)c2cccc([N+](=O)[O-])c2)c2ccccc12	-0.2	6	-2	6.9	0.0	2	53*	-6	-30	-20
CSCCC(NC(=O)c1ccccc1)C(=O)N1CC(C)OC(C)C1 (centres undefined)	-0.2	-12	3	-8.6	1.1	0	-3	-8	-21	13
COc1ccccc1CNC(=O)Cn1cccc1C(=O)c1ccccc1C	-0.1	-5	-1	0.5	0.9	-1	-3	-9	0	-8
CCOc1cc(N2CCOCC2)c(OCC)cc1NC(=O)c1ccccc1	0.5	-2	0	0.3	0.3	-4	2	1	2	6
CCc1ccc(N(CC)C(=O)Cc2c(C(=O)O)n(C)c3ccccc23)cc1	-0.5	1	1	-1.9	-0.4	-1	1	-15	3	2
O=C(NCC1CCCO1)c1cc2ccccc2[nH]1 (centres undefined)	0.7	1	2	-1.5	-1.0	-8	2	4	1	10
O=C1CN(CC(=O)Nc2ccc(Cl)cc2)CCN1	-0.7	-3	-2	0.3	1.4	-7	1	-2	0	1
CCOC(=O)C(=O)N(C)c1c(CC)nc2c(OCc3ccccc3OC)cccn12	-0.3	0	0	-0.2	-0.3	-2	-4	/	-1	15
CCOC(=O)N(C)c1c(CC)nc2c(OCCOc3ccccc3)cccn12	-0.3	-11	6	-1.4	0.3	0	-4	/	3	-5
CCOC(=O)C1=C(C)NC(C)=C(C(=O)OCC)C1c1ccc([N+](=O)[O-])s1	-0.1&-0.1	8&-2	-1&2	1.1&2.4	2.0&-0.2	-3&3	14&18	0	-23&-17	10&7
COC(=O)c1ccc(CSc2nnc3ccccn23)o1	-0.4	10	0	0.3	-0.6	-4	4	-8	0	12
O=C(Oc1ccccc1)c1ccc(COC(=O)c2cnccn2)cc1	-1.5	-1	6	0.0	-0.9	-4	0	-9	0	-6
Cc1ccc(NC(=O)/C(=C/c2cccs2)NC(=O)c2ccco2)c(C)c1	-0.5	-10	1	-1.4	1.2	-3	0	-7	-8	-5
Cc1ccc(CNCc2ccc3c(c2)OCO3)c(C)c1	-0.4	-12	2	-1.4	-0.8	-3	0	-3	2	-2
O=C(CSc1ccc2c(c1)OCCO2)N1CCN(c2ccccc2)CC1	-0.3	-1	2	-0.8	1.1	-1	2	-3	1	8
CCOC(=O)c1sc(NC(=O)COc2ccc3c(c2)OCO3)nc1C	0.1	0	1	-1.7	0.0	-1	1	-2	2	6
COc1ccc(C2OC(=O)CC2C(=O)NC2CCCC(C)C2C)cc1OC (centres undefined)	0.4	-6	0	-0.9	2.3	1	0	-7	0	1
O=C(N/N=C/c1ccco1)c1ccc(OCc2ccccc2)cc1	-0.1	-3	8	-0.6	0.5	0	-3	-7	3	8
CCN(CC)S(=O)(=O)c1cc(NC(=O)C(CC(C)C)NC(N)=O)ccc1C (centres undefined)	-0.6	5	-4	-2.8	1.1	-2	-2	-2	-2	6
COc1ccc(S(=O)(=O)N2CCCCC2C(=O)O)cc1 (centres undefined)	-0.3	-10	0	-1.2	0.1	-3	-1	-6	3	9
COc1ccc(CC(=O)Nc2cc(S(=O)(=O)N3CCCC3)ccc2Cl)c(OC)c1	-0.2	6	1	-0.8	-0.3	-2	-3	-13	18	10
Further results
SMILES	Tb MetRS inh	E coli Lon inh	STEP inh	LMPTP block	MsrA inhibitor	bovine MsrA act	DNMT1 block	Scp-1 inhibitor	SUMO1 PPI mod	NRP1-CendR mod
Cn1c(N)c(C(=O)COC(=O)Cn2cc(C(F)(F)F)ccc2=O)c(=O)n(C)c1=O	-0.4	0	-1	-3.8	-0.8	1	2	1	-2	4
O=C(NC1CCN(C(=S)Nc2ccc(F)cc2)CC1)C1CCCCC1	0.0	-7	0	0.3	0.5	1	3	-1	4	-2
CC(C)CCn1c(SCC(N)=O)nc2c1c(=O)n(C)c(=O)n2C	0.1	0	-3	0.4	-1.2	0	5	-3	0	1
Cc1c(NC(C)c2ccccc2O)c(=O)n(-c2ccccc2)n1C (centres undefined)	0.1	2	0	-0.4	-0.6	-2	-3	-4	-3	2
CN1CCN(CC(C)(C)NS(=O)(=O)c2ccc(Cl)cc2)CC1	0.3	-4	0	-0.5	0.5	-1	-1	-8	5	-10
O=C(NCc1ccccn1)c1ccc(Cl)c(S(=O)(=O)N2CCCCCC2)c1	0.1	-4	-1	0.2	1.6	-5	-1	-4	-1	17
CC(=O)c1csc(-c2ccccc2)n1	-1.0	-4	-3	0.1	0.8	-7	-1	14	-2	4
O=C(CCC(=O)Nc1ccccc1)N/N=C/c1ccncc1	-1.2	-10	-2	3.4	-0.3	-15	3	-7	-10	10
Cc1ccccc1C1=Nn2c(nnc2-c2ccco2)SC1	0.1	0	-1	-1.2	-1.6	0	-1	-4	-1	2
COc1cc(N=Cc2c(O)c3ccccc3oc2=O)c(OC)cc1Cl	1.8	-8	-8	-2.3	-0.5	-4	-34	-8	2	132

From PubChem
